# Apoferritin bind: candidate novel general anesthetic via apoferritin binding; P02791; apoferritin/1-aminoanthracene competitive binding, fluorescence; Potency, µM (top dose mostly 77.5 µM), inactives show at the top dose activity change, negative = displacement, usual class: inhibitors; actives 0.074% (n = 350,000); further: potency means the concentration at half of the fitted maximal effect; on the % scale 0 is the no-effect control and ±100 the full control effect; nearly all actives have a fitted effect of over 20% in size
# Target sequence (P02791 2-175 limits assumed): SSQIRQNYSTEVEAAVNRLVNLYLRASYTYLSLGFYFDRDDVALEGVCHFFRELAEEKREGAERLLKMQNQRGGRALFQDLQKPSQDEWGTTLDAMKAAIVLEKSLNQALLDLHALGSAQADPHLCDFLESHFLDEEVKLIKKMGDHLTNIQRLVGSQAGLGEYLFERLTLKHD
#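 Apoferritin-based anesthetic binding model; compound displacement of fluorescent 1-AMA measured as endpoint fluorescence after 10 minutes at room temperature, scaled to free-ligand and complex controls.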
# GRP78 ERSR act: induces the endoplasmic reticulum stress response in human glioma cells | U87-MG GRP78 promoter luciferase reporter, 16 h | Potency, µM, without a hit: at the highest dose activation, most hits filed as activators | actives 0.02% (n = 420,000); further: potency means the concentration at half of the fitted maximal effect; series mostly up to about 76 µM; % of control where 0% means no effect; nearly all actives have a fitted effect of over 35% in size
#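 Stably transfected U87-MG human glioma cells carrying a GRP78-based luminescent sensor were seeded at 1000 cells/well, pin-dosed with compounds and incubated 16 h. Luciferase reagent was then added, and end-point luminescence was read after 10 min at room temperature.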
# Pol kappa inh: DNA polymerase kappa (human) inhibition. Q9UBT6. purified Pol kappa, fluorescent DNA synthesis assay, 10 min. Potency, µM (series often up to 107 µM), without a hit: at the top dose activity, negative = inhibition, most hits filed as inhibitors. actives 0.53% (n = 400,000). AID 588579; further: potency means the concentration at half of the fitted maximal effect; on the % scale 0 is the no-effect control and ±100 the full control effect
# Target sequence (Q9UBT6 whole entry, looked up): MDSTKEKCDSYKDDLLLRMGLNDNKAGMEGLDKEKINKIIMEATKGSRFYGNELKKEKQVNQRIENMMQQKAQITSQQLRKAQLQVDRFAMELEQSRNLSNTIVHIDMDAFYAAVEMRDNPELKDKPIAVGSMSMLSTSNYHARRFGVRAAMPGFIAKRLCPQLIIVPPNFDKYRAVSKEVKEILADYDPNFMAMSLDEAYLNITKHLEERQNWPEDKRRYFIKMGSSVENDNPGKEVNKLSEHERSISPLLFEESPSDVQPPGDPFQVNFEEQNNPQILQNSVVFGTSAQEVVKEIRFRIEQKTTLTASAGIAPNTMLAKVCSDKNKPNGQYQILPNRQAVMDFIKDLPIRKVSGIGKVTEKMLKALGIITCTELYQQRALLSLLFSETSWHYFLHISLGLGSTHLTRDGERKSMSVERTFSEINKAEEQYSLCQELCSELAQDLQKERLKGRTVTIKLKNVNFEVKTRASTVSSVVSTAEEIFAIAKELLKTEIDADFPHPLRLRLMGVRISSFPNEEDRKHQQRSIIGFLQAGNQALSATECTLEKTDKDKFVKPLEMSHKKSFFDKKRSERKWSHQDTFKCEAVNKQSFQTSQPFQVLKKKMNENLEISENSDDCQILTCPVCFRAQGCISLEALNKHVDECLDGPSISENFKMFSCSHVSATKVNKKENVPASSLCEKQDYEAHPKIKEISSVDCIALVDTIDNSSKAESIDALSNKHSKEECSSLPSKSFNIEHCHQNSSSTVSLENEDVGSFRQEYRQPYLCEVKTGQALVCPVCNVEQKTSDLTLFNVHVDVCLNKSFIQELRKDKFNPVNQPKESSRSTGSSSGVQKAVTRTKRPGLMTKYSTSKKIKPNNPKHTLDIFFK
#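 Enzyme at 10 nM met test compounds for 15 min at room temperature. Substrate addition (50 nM final) began the reaction, which was monitored by fluorescence at 0 and 10 min.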
# LDHA inh: blocks human lactate dehydrogenase A | P00338 | AID 1347041 | activity change, % (values are at about 110 or 230 µM) | actives 0.15% (n = 480,000) | purified LDHA, NADH/diaphorase-resazurin fluorescence; hits give low values; in the data active means activity change below about -30%; inconclusive means mostly about -25% to -30%;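 further: plate controls were DMSO wells for no effect and wells without enzyme for full effect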
#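 LDH5 2 nM; NADH 0.06 mM, pyruvate 0.2 mM; 200 mM Tris pH 7.4, EDTA, Tween-20; 5 min RT. Detection: diaphorase 0.133 mg/mL + resazurin 37 µM, fluorescence ex540/em590 at 0 and 20 min; normalized to enzyme-free and DMSO wells.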
# Pol iota inh: inhibitors of human DNA polymerase iota; Pol iota fluorescent replication assay, 10 min; Potency, µM (doses to about 115 µM), inactives show at the top dose activity, negative = inhibition, most hits filed as inhibitors; actives 1% (n = 390,000); AID 588590; further: potency means the concentration at half of the fitted maximal effect
#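 Pol iota at 10 nM preincubated 15 min with compounds at room temperature; reaction started with fluorescent substrate, 50 nM final. Fluorescence read kinetically at 0 and 10 min; buffer-only wells as negative control.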
# BLM helicase inh: blocks DNA unwinding by human BLM helicase. actives 0.2% (n = 350,000). Potency, µM (top dose mostly 56.1 µM), for the others: top-dose activity change, negative = inhibition, actives largely listed as inhibitors. recombinant BLM DNA unwinding, fluorescence dequenching. P54132;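 further: potency means the concentration at half of the fitted maximal effect; plate controls were vehicle for no effect and no enzyme for full effect; nearly all actives have a fitted effect of over 35% in size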
# APEX1 inh: inhibitors of human APE1 endonuclease; actives 0.35% (n = 350,000); AID 2517; Potency, µM (series often up to 65.8 µM), inactives show at the highest dose activity change, negative = inhibition, usual class: inhibitors; recombinant APE1, TAMRA/BHQ-2 abasic DNA cleavage fluorescence;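 further: potency means the concentration at half of the fitted maximal effect; plate controls were vehicle for no effect and reference inhibitor for full effect; nearly all actives have a fitted effect of over 55% in size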
#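 0.75 nM APE1 + cpd, 15 min RT; start w/ 50 nM TAMRA/BHQ-2 THF-abasic dsDNA; kinetic fluor 525/598 nm ×3 reads @60 s; Δ(read3−read1); normalized to DMSO and NSC13755 control wells.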
# Pol beta inh: blocks human DNA polymerase beta activity; Pol beta primer extension/strand displacement, fluorescence kinetic; Potency, µM (top dose mostly 114 µM), for the others: top-dose activity change, negative = inhibition, most hits filed as inhibitors; actives 1.3% (n = 340,000); P06746; further: potency means the concentration at half of the fitted maximal effect; on the % scale 0 is the no-effect control and ±100 the full control effect
#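 Human Pol beta at 10 nM; strand-displacement substrate 50 nM final. Compound exposure 15 min at room temperature before start, reaction 10 min at room temperature.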
# Pol eta inh: DNA polymerase eta (human) inhibition; recombinant Pol eta, fluorescent DNA replication assay; Potency, µM (top dose mostly 114 µM), inactives show top-dose activity change, negative = inhibition, usual class: inhibitors; actives 1.2% (n = 390,000); Q9Y253; AID 588591; further: potency means the concentration at half of the fitted maximal effect; on the % scale 0 is the no-effect control and ±100 the full control effect
#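 Pol eta at 10 nM preincubated with compounds 15 min at room temperature; reaction started with fluorescent substrate (50 nM final) and read kinetically at 0 and 10 min.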
# * hit, by the source's call; ? = inconclusive; nt = not tested or not shown; & = joins results of further samples; [ ] = dose if it differs, or a comment. Unless noted, the call rests on the fitted dose curve; in most records, active means well fitted curve in the direction sought with a large enough effect; inconclusive means small, poorly fitted or top-dose-only effect, or another doubt; inactive means no such curve, though single readings can be large; an effect the other way counts as inactive or inconclusive.
Molecule	Apoferritin bind	GRP78 ERSR act	Pol kappa inh	LDHA inh	Pol iota inh	BLM helicase inh	APEX1 inh	Pol beta inh	Pol eta inh
O=C(c1cccc(S(=O)(=O)N2CCOCC2)c1)N1CCN(Cc2ccc3c(c2)OCO3)CC1	-6%	-5%	-14%	-6	98%[activator]	0%	-3%	1%	2%
N#CCn1cnc2sc(-c3ccccc3)cc2c1=O	-5%	7%	-20%	4	39%[activator]	-26%	-14%	?	?
O=C(NCC1CC1)C1(C(F)(F)F)C/C(=C\Cc2ccccc2)CCCO1 (centres undefined)	-9%	-4%&2%	-6%&2%	0	18%&20%	-5%	-3%	nt	-21%
CCS(=O)(=O)c1nc(S(=O)(=O)c2ccc(C)cc2)c(N2CCC3(CC2)OCCO3)s1	?	-5%	-11%	-2	33%[activator]	1%	39%	5%	2%
CN(CC(=O)NCc1ccc2c(c1)OCO2)S(=O)(=O)c1ccc(F)cc1	2%	-2%	-6%	-5	100%[activator]	-7%	30%	0%	-11%
CCc1nc(Nc2ccc3c(c2)OCO3)c2oc3ccccc3c2n1	-1%	-4%	-18%	4	-7%	-8%	-3%	7%	-12%
COc1ccccc1C(=O)NCCC(=O)NCCC12CC3CC(CC(C3)C1)C2	-2%	-3%	-17%	-2	17%	-9%	8%	-20%	-9%
CCOC(=O)c1ccc(N2C(=O)c3n[nH]c(-c4cccs4)c3C2c2cccc(O)c2)cc1 (centres undefined)	?	-10%	2%	-2	10%	-10%	nt	-18%	-8%
Cc1ccc(S(=O)(=O)NC(=O)Nc2nccs2)cc1	6%	-4%	10%	-3	-1%	-3%	4%	12%	-8%
COC(=O)C1CCCCN1C(=O)c1cccc(OC2CCN(C(=O)C3CC3)CC2)c1 (centres undefined)	-8%	-3%	-11%	-1	20%	-2%	5%	86%	-20%
CCOC(=O)C1=C(C)Nc2nc(C)nn2C1c1ccc(C)cc1 (centres undefined)	-4%	-3%	-16%	5	4%	3%	0%	-3%	-9%
CCOc1ccccc1NC1=C(Cl)C(=O)N(Cc2ccccc2)C1=O	?	-8%	-18%	4	-1%	-10%	-4%	1%	-6%
CCCn1cc(S(=O)(=O)c2ccc(CC)cc2)c(=O)c2cc(F)c(N3CCN(C)CC3)cc21	-4%	-1%	0%	-2	28%	-7%	nt	1%	-18%
COc1cc(/C=C/C(=O)OCC(=O)c2ccc(OC(F)F)cc2)ccc1O	nt	7%	-14%	-3	24%	nt	17%	nt	-13%
NC1=CC(=O)C(=O)c2ccccc21	nt	2%	-10%	19	?	nt	nt	nt	?
CCNc1ncc2nc(-c3ccc(OC)cc3)c(=O)n(C)c2n1	nt	2%	8%[60.1 µM]	nt	nt	-4%	0%	nt	nt
CCOc1cc(/C=N/NC(=O)c2nn(C)cc2Br)ccc1OCc1ccccc1	1%	-5%	2%	-2	21%	-4%	1%	18%	-12%
O=S(=O)(c1ccccc1)N(F)S(=O)(=O)c1ccccc1	nt	-3%	-1%	-7	?	nt	60%[activator]	nt	-10%
COc1ccc(-n2ncc3c2CC(C)(C)CC3NC(=O)c2ccc(OC)o2)cc1 (centres undefined)	-14%	-3%	-12%	-1	56%[activator]	-3%	6%	-1%	-21%
CCn1c(SCC(=O)Nc2nc(C)c(C)s2)nc2cccnc21	-7%	-2%	-7%	-2	27%	-11%	-2%	-5%	-8%
O=S(=O)(Nc1ccccc1N1CCCCC1)c1ccc(Cl)s1	-15%	0%	-6%	3	?	-7%	3%	-13%	-20%
COCCC(=O)Nc1ccc2c(c1)CN(C(=O)CSC)CC2	22%	-2%	-6%	-6	-6%	-8%	0%	21%	-9%
O=C(O)CSc1nc2ccccc2s1	18%&2%	0%	-15%	-10	18%	-3%&1%	-6%&17%	0%&7%	-17%
CCc1nnc(NC(=O)CSc2nnc(Cc3cc(=O)[nH]c(=O)[nH]3)n2-c2ccc(OC)cc2)s1	-5%	-3%	-1%	-1	-5%	2%	1%	0%	-5%
CCCCCCN(C(=O)CCCCCN1C(=O)NC(c2cccc([N+](=O)[O-])c2)C(C(=O)OCc2ccccc2)=C1C)C(C(=O)NCCCC)c1ccc(OCC(=O)OC)c(C(=O)OC)c1 (centres undefined)	?	nt	nt	nt	nt	-6%&-7%	-2%&-3%	-24%	nt
O=C(NCC(c1ccco1)N1CCc2ccccc2C1)c1ccc(Cl)cc1 (centres undefined)	nt	-3%	-10%	-10	5%	nt	-9%	nt	-19%
O=C(Cn1ccccc1=O)c1cccs1	-7%	-3%	-8%	-9	17%	-2%	5%	-19%	-8%
CCOc1ccc(NC(=O)c2ccccc2NC(=O)c2cccnc2)cc1	-7%	-5%	-7%	-3	5%	-3%	1%	-2%	-3%
CC(=O)c1c[nH]c2ccc(C)cc2c1=O	-2%	-1%	-10%	-3	18%	1%	-2%	0%	-10%
Cc1ccc(-n2c(C(C)n3nc(C)c([N+](=O)[O-])c3C)n[nH]c2=S)cc1 (centres undefined)	1%	-6%	-9%	-1	6%	-4%	0%	15%	-4%
COc1ccc(-c2nc(N)n(C(=O)c3ccccc3Cl)n2)cc1	-14%	-3%	-17%	-4	1%	-3%	-2%	-8%	-19%
O=c1c(Cc2ccccc2)c(O)nc2n1CCS2	-7%	-7%	1%	-9	6%	-3%	1%	36%	12%
COc1cc(C(F)(F)F)c(C(=O)NCc2cccc(Cl)c2)cn1	2%	-1%	-3%	-2	22%	-1%	0%	?	-19%
O=C(Cn1ncn2c(cc3ccccc32)c1=O)NCCc1cccs1	-2%	-4%	-5%	-7	-5%	-2%	10%	1%	-10%
CCC(C)(C)n1nnnc1C(C(C)C)N1CCC(C(N)=O)CC1 (centres undefined)	-7%	-6%	0%	-2	-17%	2%	0%	1%	-18%
CCC(C)C(NC(=O)c1ccccc1NC(=O)c1ccc(C)cc1)C(=O)O (centres undefined)	-1%	4%	-9%	-9	21%	-1%	?	1%	-15%
COc1ccc(C(=O)NNC(=O)COc2ccc(Cl)cc2)c(OC)c1	-8%	-2%	0%	-5	2%	-7%	-5%	40%	0%
CCSC(=O)NC12CC3CC(CC(C3)C1)C2	8.9µM*	-3%	-14%	-6	-16%	-3%	5%	10%	-5%
O=C(NCCCn1ccnc1)C1CC(c2ccccc2Cl)=NO1 (centres undefined)	-2%	-1%	-2%	-5	25%	-1%	4%	1%	-14%
CCCCN(C(=O)CN1CCOCC1)c1c(N)n(CC(C)C)c(=O)[nH]c1=O	1%	-1%	-8%	-8	10%	2%	2%	26%[57.1 µM]	-9%
Cn1c(N)c(S(=O)(=O)NCc2ccc(Cl)cc2)c(=O)n(C)c1=O	-1%	5%	-3%	-2	67%[activator]	-1%	-1%	9%	-21%
CC(/C=C/c1ccc(OCc2ccccc2)cc1)=N\O	8%	-1%	-7%	-6	-2%	-1%	-1%	-1%	-8%
COC(=O)C(NC(C)=O)(Nc1ccccn1)C(F)(F)F (centres undefined)	-6%	-2%	-11%	0	40%[activator]	0%	-1%	31%	10%
COc1ccccc1C=NN=C(NN=Cc1ccccc1OC)NN=Cc1ccccc1OC	nt	-1%	-13%	17	-15%	nt	nt	nt	-14%
O=C(/C=C/c1ccc(F)cc1)N1CCN(c2ncccn2)CC1	-2%	5%	0%	-10	90%[activator]	0%	1%	0%	-1%
CC1CCCN(C(=O)COC(=O)/C=C/c2ccc(C(F)(F)F)cc2)C1 (centres undefined)	nt	-1%	-10%	-5	2%	nt	-3%	nt	-11%
CCN(CC)c1ccc(C=NCCNS(=O)(=O)c2ccc(C)cc2)cc1	-23%	-1%	0%	1	41%[activator]	5%	51%[activator]	3%	-13%
COc1ccc(C(=O)Nc2ccccc2C(=O)NC(Cc2c[nH]c3ccccc23)C(=O)O)cc1 (centres undefined)	-7%	0%	-22%	-6	64%[activator]	-5%	-2%	2%	-1%
COC(=O)c1sc(=S)n(-c2cccc(Cl)c2)c1N	-6%	-4%	1%	-6	21%	-5%	-1%	38%	-10%
CC(C)[C@H](NC(=O)OC(C)(C)C)c1nnc(S(=O)(=O)Cc2c(F)cccc2Cl)o1	?	-6%	16%	-3	39%[activator]	-4%	9%	-3%	-10%
Cc1oc2c(c1C(=O)Nc1cccc(Br)c1)C1=NCCN1C=N2	-4%	-4%	0%	-8	-7%	-5%	nt	-1%	-8%
COc1ccc(NC(=O)CN(C)S(=O)(=O)c2ccc3[nH]c4c(c3c2)CCCC4)cc1Cl	-11%	-4%	-20%	-3	-12%	-10%	nt	-23%	-8%
COC(=O)c1ccc(Oc2nc3ccccc3n3c(C)nnc23)cc1	nt	-1%	-5%	-6	-6%	nt	nt	nt	-5%
CSc1ccc(/C=C/C(=O)c2ccc(O)cc2)cc1	65%[activator]	2%	-11%	-11	18%	-11%	0%	2%	-13%
CCCCc1cc(=O)oc2c(CN3CCCC3)c(O)ccc12	736%[activator]	-2%	-5%	-1	14%	-5%	12%	-2%	3%

# Looked up by structure from the entries so far, four records:
Molecule	Apoferritin bind	GRP78 ERSR act	Pol kappa inh	LDHA inh	Pol iota inh	BLM helicase inh	APEX1 inh	Pol beta inh	Pol eta inh
CC1CCCN(C(=O)COC(=O)/C=C/c2ccc(C(F)(F)F)cc2)C1 (centres undefined)	nt	-1%	-10%	-5	2%	nt	-3%	nt	-11%
COc1ccc(NC(=O)CN(C)S(=O)(=O)c2ccc3[nH]c4c(c3c2)CCCC4)cc1Cl	-11%	-4%	-20%	-3	-12%	-10%	nt	-23%	-8%
COc1ccc(C(=O)Nc2ccccc2C(=O)NC(Cc2c[nH]c3ccccc23)C(=O)O)cc1 (centres undefined)	-7%	0%	-22%	-6	64%[activator]	-5%	-2%	2%	-1%
COC(=O)c1ccc(Oc2nc3ccccc3n3c(C)nnc23)cc1	nt	-1%	-5%	-6	-6%	nt	nt	nt	-5%

# Source: PubChem

# An excerpt. The share of hits here may be higher or lower than overall.
